Assay outcomes from PubChem.
BAZ2B inh: qHTS Assay for Inhibitors of BAZ2B | AlphaScreen BAZ2B-H3K14Ac peptide displacement | Potency, µM (doses to about 114 µM), without a hit: top-dose activity change, negative = inhibition, actives largely listed as inhibitors | 360,000 compounds, 4.4% hits | AID 504333, 2011; further: on the % scale 0 is the no-effect control and ±100 the full control effect; nearly all actives have a fitted effect of over 60% in size
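AlphaScreen displacement of biotin-H3(5-23)K14Ac peptide (50 nM final) from BAZ2B (50 nM final) in PBS pH 7.4, 0.01% Tween-20; complex preformed 30 min RT, then compounds (top 110 uM) 30 min RT, beads 20 min dark.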
Tb PGK inh: qHTS Assay to Find Inhibitors of Phosphoglycerate Kinase; AID 602233, 2012; 380,000 compounds, 0.043% hits; Potency, µM (doses to about 57.5 µM), for inactives: top-dose activity change, negative = inhibition, actives largely listed as inhibitors; PGK/GAPDH coupled, Kinase-Glo luminescence, 60 min; further: on the % scale 0 is the no-effect control and ±100 the full control effect; nearly all actives have a fitted effect of over 60% in size
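Luminescent ATP detection (Kinase-Glo Plus) follows a 60-minute room-temperature incubation, with wells lacking PGK as controls. Buffer: 100 mM TEA (pH 7.6), 5 mM MgCl2, 0.01% Tween-20. Coupling enzyme GAPDH (100 nM final) supplies unstable 1,3-BPG in-well.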
G9a block: qHTS Assay for Inhibitors of Histone Lysine Methyltransferase G9a. Histone-lysine N-methyltransferase EHMT2 (Homo sapiens), Q96KQ7. G9a H3K9 monomethylation, AlphaScreen, 2 h. Potency, µM (series often up to 102 µM), for the others: top-dose activity, negative = inhibition, usual class: inhibitors. 350,000 compounds, 8.8% hits. AID 504332, 2011; further: on the % scale 0 is the no-effect control and ±100 the full control effect; nearly all actives have a fitted effect of over 75% in size
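G9a (20 nM) preincubated 15 min RT with compounds, then 500 nM biotinylated H3K9 peptide and 20 uM SAM added; 2 h RT reaction. Monomethyl-H3K9 product detected by AlphaScreen with anti-H3K9me1 antibody, streptavidin donor and anti-rabbit IgG acceptor beads.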
Pin1 inh: qHTS Assay to Find Inhibitors of Pin1. Potency, µM (highest dose often 115 µM), inactives show at the top dose activity, negative = inhibition, usual class: inhibitors. 390,000 compounds, 0.009% hits. Pin1 FP peptide displacement, HiFluor488, 10 min; active means well fitted inhibition curve with a large enough effect in the polarisation, with a control signal flat, not every such curve was filed as active; inconclusive means small, poorly fitted or top-dose-only effect, or effect the other way, or a change in a side signal; inactive means no such curve, though single readings can be large or run the other way; the % refers to the polarisation; further: on the % scale 0 is the no-effect control and ±100 the full control effect
Target sequence (Q13526 whole entry, looked up): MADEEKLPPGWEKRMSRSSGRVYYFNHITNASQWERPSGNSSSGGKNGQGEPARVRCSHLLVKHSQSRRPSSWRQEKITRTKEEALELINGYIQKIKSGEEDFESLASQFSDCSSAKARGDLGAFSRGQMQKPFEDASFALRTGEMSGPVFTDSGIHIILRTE
HP1b chromo inh: HTS for Inhibitors of HP1-beta Chromodomain Interactions with Methylated Histone Tails. AlphaScreen HP1-beta / biotin-H3K9me3 peptide binding. Potency, µM (highest dose often 114 µM), for the others: top-dose activity change, negative = inhibition, most hits filed as inhibitors. 390,000 compounds, 0.56% hits. Chromobox protein homolog 1 (Homo sapiens), P83916; further: nearly all actives have a fitted effect of over 70% in size; inactives centre near 23
Target sequence (P83916 whole entry, looked up): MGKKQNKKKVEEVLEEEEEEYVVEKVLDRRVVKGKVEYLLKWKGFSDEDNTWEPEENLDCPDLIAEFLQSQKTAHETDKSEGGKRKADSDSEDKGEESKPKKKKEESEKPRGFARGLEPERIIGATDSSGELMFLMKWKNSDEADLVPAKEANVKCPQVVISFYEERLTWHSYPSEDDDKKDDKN
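Compound inhibition of the preformed complex between 50 nM HP1-beta and 50 nM biotinylated H3K9me3 peptide was read by AlphaScreen. Buffer was PBS pH 7.4 with 0.01% Tween-20. Incubations ran 30 min at room temperature, with 10 ug/mL donor/acceptor beads.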
GLS inhibitor: qHTS for Inhibitors of Glutaminase (GLS); Glutaminase kidney isoform, mitochondrial (Homo sapiens), O94925; 410,000 compounds, 0.21% hits; Potency, µM (top dose mostly 45.5 µM), inactives show top-dose activity change, negative = inhibition, usual class: inhibitors; GLS enzymatic activity, qHTS titration; AID 624170, 2012; further: on the % scale 0 is the no-effect control and ±100 the full control effect
Target sequence (O94925 whole entry, looked up, canonical isoform): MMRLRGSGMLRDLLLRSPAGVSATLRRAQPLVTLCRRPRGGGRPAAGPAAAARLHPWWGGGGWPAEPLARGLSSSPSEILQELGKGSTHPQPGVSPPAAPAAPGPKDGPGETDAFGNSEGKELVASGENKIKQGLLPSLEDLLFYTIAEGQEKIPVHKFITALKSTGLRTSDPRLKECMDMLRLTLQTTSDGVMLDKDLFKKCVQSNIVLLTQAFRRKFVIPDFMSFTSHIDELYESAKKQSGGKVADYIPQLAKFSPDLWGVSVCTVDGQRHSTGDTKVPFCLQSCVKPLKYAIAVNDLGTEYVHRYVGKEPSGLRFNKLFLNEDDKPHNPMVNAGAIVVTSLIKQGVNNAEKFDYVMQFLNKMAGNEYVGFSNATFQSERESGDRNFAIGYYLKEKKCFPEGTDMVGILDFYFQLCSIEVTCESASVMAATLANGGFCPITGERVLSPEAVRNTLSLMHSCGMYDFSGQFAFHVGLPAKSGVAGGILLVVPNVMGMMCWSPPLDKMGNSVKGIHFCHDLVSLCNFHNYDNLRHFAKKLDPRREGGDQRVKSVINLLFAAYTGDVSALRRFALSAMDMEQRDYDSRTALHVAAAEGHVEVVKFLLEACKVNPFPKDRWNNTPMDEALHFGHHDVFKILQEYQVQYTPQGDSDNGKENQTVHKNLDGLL
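Human kidney-isoform GLS in 45 mM KH2PO4 pH 8.2, 0.02% Tween-20, with compound, started with 1mM L-Glutamine (added stock). Glutamate oxidase/HRP/Amplex red coupled fluorescence read at start and after 30 min at RT.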
POLI inh: qHTS for Inhibitors of Polymerase Iota | Pol iota fluorescent replication assay, 10 min | Potency, µM (doses to about 115 µM), for the others: at the top dose activity, negative = inhibition, actives largely listed as inhibitors | 390,000 compounds, 1% hits | AID 588590, 2011
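Pol iota at 10 nM preincubated 15 min with compounds at room temperature; reaction started with fluorescent substrate, 50 nM final. Fluorescence read kinetically at 0 and 10 min; buffer-only wells as negative control.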
JMJD2A Tudor inh: qHTS Assay for Inhibitors of JMJD2A-Tudor Domain; AlphaScreen JMJD2A-Tudor / H3K4me3 peptide binding; AID 504339, 2011; Lysine-specific demethylase 4A (Homo sapiens), O75164; 390,000 compounds, 4.4% hits; Potency, µM (highest dose often 114 µM), for the others: at the highest dose activity change, negative = inhibition, most hits filed as inhibitors; further: on the % scale 0 is the no-effect control and ±100 the full control effect; nearly all actives have a fitted effect of over 50% in size
BLM helicase inh: qHTS Assay for Inhibitors of Bloom's syndrome helicase (BLM). RecQ-like DNA helicase BLM (Homo sapiens), P54132. recombinant BLM DNA unwinding, fluorescence dequenching. Potency, µM (highest dose often 56.1 µM), without a hit: at the highest dose activity change, negative = inhibition, hits mostly inhibitors. 350,000 compounds, 0.2% hits. AID 2528, 2010;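 further: plate controls were vehicle for no effect and no enzyme for full effect; nearly all actives have a fitted effect of over 35% in size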
The depositor's hits bear a star; i = inactive; ? = inconclusive; / = no result given; [ ] = another dose, or the depositor's remark. Unless noted, the call rests on the fitted dose curve; in most records, active means well fitted curve in the direction sought with a large enough effect; inconclusive means small, poorly fitted or top-dose-only effect, or another doubt; inactive means no such curve, though single readings can be large; an effect the other way counts as inactive or inconclusive. Potency means the concentration at half of the fitted maximal effect. The list is partial. The share of hits here may be higher or lower than overall.

BAZ2B inh	Tb PGK inh	G9a block	Pin1 inh	HP1b chromo inh	GLS inhibitor	POLI inh	JMJD2A Tudor inh	BLM helicase inh	canonical_smiles
-32%	-1%	?	1%	-17%	-3%	75%[activator]	-32%	-8%	Cc1ccc(NC(=O)c2cc([N+](=O)[O-])ccc2Cl)c(O)c1
-4%	-4%	24%[59 µM]	2%	22%	-16%	6%	-10%	1%	O=C(NC(Cc1ccccc1)C(=O)NCc1ccccn1)c1ccco1 (stereo not given)
5%	i	-24%	1%	34%[activator]	2%	1%	1%	0%	COc1ccccc1-c1nnc2sc(-c3ccc(N(C)C)cc3)nn12
-30%	/	40µM*	-2%	4%	2%	8%	-36%	-6%	CCCn1cnc2cc(NCc3ccccc3O)ccc21
9%	0%	?	-1%	?	-8%	?	?	-11%	Cc1cccc(NC(=O)Cc2coc3ccc4ccccc4c23)n1
-17%	-7%	3.2µM*	-4%	51%[activator]	8%	32%[activator]	-18%[11.4 µM]	-3%	Cc1ccc(S(=O)(=O)N/N=C/c2ccc3nccnc3c2)cc1
-16%	-11%	?	-4%	30%	16%	-11%	-4%	-1%	COC(=O)C1=C(C)Nc2ncnn2C1c1ccc(OC(=O)c2ccccc2)cc1 (stereo not given)
8%	-4%	-12%[59 µM]	-14%	36%	-1%	3%	7%	0%	O=C(CSc1nnc(-c2ccco2)o1)NC1CCCCCC1
-19%	-10%	36%	1%	12%	1%	34%[activator]	-9%	-5%	COc1ccc(OC)c(/C=N/NC(=O)CNC(=O)c2cccc3ccccc23)c1
-7%	-9%	4%	10%	31%	2%	25%	-11%	-1%	Cc1nc(SCCC(=O)O)c2cc(-c3ccccc3)sc2n1
/	i	/	-5%	?	5%	-18%	6%	/	CCCc1nc2c(s1)CCc1onc(-c3ccc(OC)cc3)c1-2
/	/	/	?	27%	/	-19%	-18%	2%	Cc1cc(CNC(=O)[C@]2(C(F)(F)F)C[C@H](CCC3CCCCC3)CCCO2)nn1C
-2%	-5%	?	0%	1%	-9%	-1%[58.9 µM]	-23%	-2%	CC(=O)c1c(C(C)=O)c(C)n(NC(=O)c2ccccc2O)c1C
-6%	-9%	3%[59 µM]	2%	10%	3%	13%	-2%	-8%	COC(=O)c1ccc(N=NN2CCOCC2)cc1
0%	-5%	13%	-4%	20%	0%	30%	-14%	-1%	CCOCCOC(=O)C1=C(C)NC(=O)NC1c1cc2c(cc1Br)OCO2 (stereo not given)
-3%	-9%	-38%[59 µM]	2%	63%[activator]	1%	17%	-5%[57.1 µM]	-2%	CCOC(=O)c1cc(-c2ccncc2)nc2c1c(C)nn2C
-32%	0%	47%[59 µM]	-2%	19%	-6%	15%	-15%	-4%	COc1ccc(OCC(=O)N/N=C/c2ccc(O[C@@H]3O[C@H](CO)[C@@H](O)[C@H](O)[C@H]3O)cc2)cc1
8%	1%	20%[59 µM]	18%	-21%	-11%	-3%	-3%[11.4 µM]	-3%	Cc1ccc(Cl)cc1N1CCN(C(=O)CN(C2CCCCC2)S(C)(=O)=O)CC1
?	-8%	22µM*	-14%	-9%	10%	?	?	-3%	O=C(O)C(Cc1ccccc1)N1C(=O)/C(=C/c2cccs2)SC1=S (stereo not given)
/	-4%	/	-2%	9%[57 µM]	-2%	25%	-4%	/	CC(C)C(NCC(=O)Nc1ccccc1C(=O)NC1CC1)c1ccccc1 (stereo not given)
-20%	-5%	-36%	2%	31%	0%	11%	-6%	-2%	Cc1c([N+](=O)[O-])cc(S(=O)(=O)Nc2ccncc2)cc1[N+](=O)[O-]
8%	8%	26%	7%	15%	0%	33%[activator]	-9%	1%	O=C(NC1CCCC1)C1CC(=O)N(c2ccccc2)C1 (stereo not given)
1%	0%	10%	-2%	34%	0%	-18%	-7%	-1%	Clc1cccc(Cl)c1-c1noc(CN2CCOCC2)n1
1%	4%	4%[59 µM]	-2%	38%	-11%	-9%	4%	-5%	Cc1ccc(CN2C(=O)C(C)(C)Oc3ccc(C(=O)N4CCCCC4)cc32)cc1
-13%	-3%	/	4%	18%	0%	-27%	-25%	-6%	Nc1nonc1-n1nnc(C(=O)N/N=C/c2ccccc2Cl)c1CSc1ccccc1

Whole records from above. Order of values: BAZ2B inh | Tb PGK inh | G9a block | Pin1 inh | HP1b chromo inh | GLS inhibitor | POLI inh | JMJD2A Tudor inh | BLM helicase inh
COc1ccc(OCC(=O)N/N=C/c2ccc(O[C@@H]3O[C@H](CO)[C@@H](O)[C@H](O)[C@H]3O)cc2)cc1 in the list: -32% | 0% | 47%[59 µM] | -2% | 19% | -6% | 15% | -15% | -4%
CCOCCOC(=O)C1=C(C)NC(=O)NC1c1cc2c(cc1Br)OCO2 (stereo not given) in the list: 0% | -5% | 13% | -4% | 20% | 0% | 30% | -14% | -1%
CCCc1nc2c(s1)CCc1onc(-c3ccc(OC)cc3)c1-2 in the list: / | i | / | -5% | ? | 5% | -18% | 6% | /

Other entries
BAZ2B inh	Tb PGK inh	G9a block	Pin1 inh	HP1b chromo inh	GLS inhibitor	POLI inh	JMJD2A Tudor inh	BLM helicase inh	canonical_smiles
-1%	9%	?	1%	31%	-9%	6%	1%	-2%	O=C(O)c1cncc(Br)c1
-3%	i	?	7%	20%	-3%	29%	-13%	-5%	Cc1cc(-c2nc3ncccc3o2)ccc1NC(=S)NC(=O)c1ccco1
?	1%	-42%	4%	25%	3%	-16%	-19%	-7%	O=C(NC(=S)NCCC1=CCCCC1)c1ccc(Br)o1
1%	-5%	?	-7%	9%	45%[activator]	-9%	-7%[11.4 µM]	-4%	Cn1c(=O)n(C)c2cc(/C=N/NC(=O)c3ccc(Cl)cc3)ccc21
-33%	-4%	?	5%	6%	0%	13%	-33%	1%	O=C(C[n+]1cc(-c2ccccc2)n2c1CCC2)Nc1nc(-c2ccccc2)cs1
50µM*	i	14µM*	-1%	7%	-6%	2%	18µM*	-8%	O=C(CNCc1ccco1)Nc1ccc(Oc2ccccc2)cc1
-10%	-6%	1%[12.7 µM]	?	-5%	0%	?	-26%	-6%	CCCn1nc(C(=O)Nc2ccc(S(=O)(=O)Nc3nccs3)cc2)c2ccccc2c1=O
-4%	1%	29%[59 µM]	?	62%[activator]	15%	8%	13%	0%	N#Cc1c(N)n(CCOC(=O)c2cccc(Br)c2)c2nc3ccccc3nc12
5%	-5%	-8%[59 µM]	8%	50%[activator]	0%	?	-3%	-1%	O=C(c1ccccc1NS(=O)(=O)c1cccc(C(F)(F)F)c1)N1CCc2ccccc21
/	0%	/	8%	-1%	6%	-8%	-2%	/	CCC1(O)CCCC2C3CCC4CC(=O)CCC4(C)C3C(=O)CC21C (stereo not given)
/	i	?	-5%	6%	0%	-19%	-4%	-6%	Cc1cc(C)n(-c2ccc(C(=O)Nc3cccc(S(=O)(=O)N4CCCC4)c3)cc2)n1
?	-3%	-50%	4%	28%	6%	-6%	-16%	-7%	Cc1[nH]n(-c2cccc(Cl)c2)c(=O)c1C=NCc1ccco1
9%	21%	?	?	29%	0%	36%[activator]	5%	-6%	N#C/C(=C/c1ccc(N2CCCCC2)o1)C(=O)Nc1ccc(Cl)cc1
2%	-4%	-6%[0.501 µM]	2%	-7%	10%	57%[activator]	?	-4%	Cc1cc(=O)[nH]c(SCC(=O)OCc2ccccc2)c1C#N
50µM*	i	-26%	15%	-35%	6%	?	45µM*	/	Cc1ccc(NC(=O)COc2coc(CN3CCc4ccccc43)cc2=O)cc1Cl
-9%	-4%	-33%	27%	10%	13%	?	-27%	/	CC1CCCCC1NC(=O)CCc1nc2sc3c(c2c(=O)[nH]1)CCCC3 (stereo not given)
0%	-2%	2%	5%	31%	3%	71%[activator]	-12%	-9%	O=C(Nc1ccc(C(=O)c2ccccc2)cc1)c1ccccc1
0%	-5%	?	-4%	-2%	8%	123%[activator]	-4%[57.1 µM]	11%	c1csc(-c2nc(NCCCN3CCOCC3)c3ccccc3n2)c1
-1%	4%	8%[59 µM]	3%	26%	-2%	16%	-12%	-3%	Cc1cccc(NC(=O)c2cc(S(=O)(=O)NCCc3ccccc3)ccc2F)c1C
4%	-4%	1%[12.7 µM]	20%	?	-6%	15%	56µM*	-2%	N#CC1=C2Nc3ccccc3N2C(=O)NC1(c1ccccc1)C(F)(F)F (stereo not given)
6%	-3%	9%[59 µM]	-7%	16%	-1%	-4%	?	-1%	C/C(Cn1cnc([N+](=O)[O-])n1)=N\NC(=O)c1cccc(F)c1
5%	0%	?	-1%	18%	8%	1%	?	-16%	Cc1ccc(C(=O)NCc2ccco2)cc1S(=O)(=O)Nc1cccc(Cl)c1
6%	5%	19%	-3%	6%	3%	-4%	0%	-2%	Cc1nonc1NC(=O)CSc1ccccn1
-6%	i	14%	-3%	33%	-5%	10%	-3%	1%	Cn1nc(CC(=O)NCc2ccc(F)cc2)c2ccccc2c1=O
6%	-3%	16%[59 µM]	-2%	8%	6%	5%	-12%	-1%	Cc1ccc2[nH]c(=O)c(COC(=O)c3cccs3)cc2c1
/	8%	/	1%	32%	0%	30%	-4%	/	CN(C)S(=O)(=O)c1ccc(C(=O)OCC(=O)N2CC3(C)CC2CC(C)(C)C3)cc1 (stereo not given)
?	-4%	28µM*	5%	-7%	7%	5%	-16%[57.1 µM]	4%	CC(C)C1=Nc2cccc3cccc(c23)N1
